Screening results as filed in PubChem BioAssay.
IP6K1 inh: IP6K1 kinase inhibition. Q92551. activity change, % (series mostly up to about 58 µM). IP6K1 kinase, ADP-Glo luminescence, 2 h; stronger effect = lower value. 140,000 tested, 0.81% active; in the data active means activity change below about -25%
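ADP-Glo luminescence measures ADP made by human IP6K1 during a 2 h RT reaction with ATP/IP6 (mix at 1.3 mM/130 uM); top library doses 57.5 and 19.1 uM final.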
SNCA expr inhib: SNCA gene expression inhibition; HEK-293 SNCA-luciferase knock-in, luminescence, 24 h; Potency, µM (series often up to 57.2 µM), for the others: at the highest dose activity change, negative = inhibition, hits mostly inhibitors; 140,000 tested, 0.17% active;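 further: potency means the concentration at half of the fitted maximal effect; plate controls were DMSO cells for no effect and cell-free wells for full effect; nearly all actives have a fitted effect of over 45% in size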
GPT2 inhibitor: blocks human glutamate pyruvate transaminase 2 | Recombinant GPT2, coupled pyruvate oxidase/HRP Amplex Red fluorescence | 100,000 tested, 0.25% active | Potency, µM (series often up to 57.7 µM), without a hit: top-dose activity change, negative = inhibition, most hits filed as inhibitors | AID 1671188 | Q8TD30; further: potency means the concentration at half of the fitted maximal effect; nearly all actives have a fitted effect of over 60% in size; many of its hits are not listed in these tables
Target sequence (Q8TD30 whole entry, looked up): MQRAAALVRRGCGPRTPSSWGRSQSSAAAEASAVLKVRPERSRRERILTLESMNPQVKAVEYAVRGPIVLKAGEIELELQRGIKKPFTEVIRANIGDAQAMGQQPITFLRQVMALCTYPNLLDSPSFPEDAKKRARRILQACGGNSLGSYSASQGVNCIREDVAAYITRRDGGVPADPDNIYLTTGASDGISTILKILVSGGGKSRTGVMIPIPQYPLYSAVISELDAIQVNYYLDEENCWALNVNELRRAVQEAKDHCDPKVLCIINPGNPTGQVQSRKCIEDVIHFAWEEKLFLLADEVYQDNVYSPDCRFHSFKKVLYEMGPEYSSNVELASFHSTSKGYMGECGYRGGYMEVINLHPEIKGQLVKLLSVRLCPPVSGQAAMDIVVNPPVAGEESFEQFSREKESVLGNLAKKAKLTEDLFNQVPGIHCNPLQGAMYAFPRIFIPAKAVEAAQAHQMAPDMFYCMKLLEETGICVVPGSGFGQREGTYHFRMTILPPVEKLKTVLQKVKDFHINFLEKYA
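Recombinant GPT2 (10ng/uL) with 250uM a-KG and 2mM L-alanine, 30 min at room temperature, in HEPES pH 7.5 buffer. Pyruvate detected by pyruvate oxidase/HRP/Amplex Red fluorescence after 30 min in the dark; AOA (50uM) as positive control.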
HEK293 tox: kills HEK 293 cells; Potency, µM (titrated, usually from 115 µM), for the others: at the highest dose activity change, negative = cytotoxicity, actives largely listed as inhibitors; 94,000 tested, 6.6% active; HEK 293 viability, ATP luminescence (CellTiter-Glo), 48-72 h; further: potency means the concentration at half of the fitted maximal effect; nearly all actives have a fitted effect of over 60% in size
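Read-out: CellTiter-Glo ATP luminescence. Cells: HEK 293, 250 cells/well. Exposure: 48 or 72 hr, 37 degree Celsius.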
HEK293 viab: counter-screen for SNCA expression inhibitors: cell viability. HEK-293-SNCA-luc viability, GF-AFC fluorescence, 24 h. Potency, µM (doses to about 57.1 µM), for the others: top-dose activity change, negative = cytotoxicity, usual class: cytotoxic. 150,000 tested, 0.12% active;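 further: potency means the concentration at half of the fitted maximal effect; 0% = DMSO-treated cells and -100% = medium-only wells without cells; nearly all actives have a fitted effect of over 30% in size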
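Cytotoxicity counterscreen: after 24 h compound treatment of genome-edited SNCA-luciferase HEK-293 cells, live-cell protease substrate GF-AFC read by fluorescence after 30 min; activity scaled between DMSO (0%) and medium-only (-100%), curves Hill-fitted.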
NIH3T3 tox: cytotoxic compounds in NIH 3T3 cells; NIH 3T3 viability, CellTiter-Glo ATP luminescence, 48-72 h; Potency, µM (top dose mostly 96.7 µM), for the others: top-dose activity change, negative = cytotoxicity, hits mostly inhibitors; 94,000 tested, 4.3% active; further: potency means the concentration at half of the fitted maximal effect; nearly all actives have a fitted effect of over 55% in size
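Viability of NIH 3T3 cells after 48 or 72 hr compound treatment at 37 °C was assessed by CellTiter-Glo, with luminescence imaged following a 10 min room-temperature step.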
FLuc inh: blocks purified firefly luciferase enzyme activity | P08659 | purified P. pyralis luciferase, luminescence, biochemical | Potency, µM (top dose mostly 115 µM), inactives show at the top dose activity change, negative = inhibition, actives largely listed as inhibitors | 76,000 tested, 2.5% active | AID 1347043; further: potency means the concentration at half of the fitted maximal effect; nearly all actives have a fitted effect of over 65% in size
Target sequence (P08659 whole entry, looked up): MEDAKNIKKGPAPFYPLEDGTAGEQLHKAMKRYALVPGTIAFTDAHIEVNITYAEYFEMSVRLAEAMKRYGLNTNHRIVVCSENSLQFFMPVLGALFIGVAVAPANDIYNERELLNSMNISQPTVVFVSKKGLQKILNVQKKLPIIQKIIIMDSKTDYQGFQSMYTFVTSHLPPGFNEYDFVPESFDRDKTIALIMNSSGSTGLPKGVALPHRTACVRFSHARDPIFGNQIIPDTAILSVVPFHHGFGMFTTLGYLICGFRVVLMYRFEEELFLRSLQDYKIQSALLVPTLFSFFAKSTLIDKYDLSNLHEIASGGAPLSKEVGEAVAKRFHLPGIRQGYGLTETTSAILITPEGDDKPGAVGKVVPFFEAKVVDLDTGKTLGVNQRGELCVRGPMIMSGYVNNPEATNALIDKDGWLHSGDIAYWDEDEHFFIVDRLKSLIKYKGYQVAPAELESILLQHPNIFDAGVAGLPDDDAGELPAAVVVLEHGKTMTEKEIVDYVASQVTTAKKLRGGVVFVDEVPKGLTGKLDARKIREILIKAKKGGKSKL
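Cell-free enzyme assay, 10nM P. pyralis luciferase, luciferin and ATP each at 10uM. Inhibition profiled over a 6-point titration, read as luminescence.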
Active calls of the source: *; i = inactive; ? = inconclusive; . = not tested or not shown; [ ] = dose if it differs, or a comment. Unless noted, the call rests on the fitted dose curve; in most records, active means well fitted curve in the direction sought with a large enough effect; inconclusive means small, poorly fitted or top-dose-only effect, or another doubt; inactive means no such curve, though single readings can be large; an effect the other way counts as inactive or inconclusive. Unless noted, on the % scale 0 is the no-effect control and ±100 the full control effect. An unsorted share of the library, and some 7.7% of all compounds hit somewhere here.

Structure | NIH3T3 tox | HEK293 tox | HEK293 viab | FLuc inh | GPT2 inhibitor | IP6K1 inh | SNCA expr inhib
COc1ccc(-n2ncc(C(=O)N3CCN(c4ccccn4)CC3)c2C2CCN(C(=O)OC(C)(C)C)CC2)cc1 | . | . | -5% | . | . | 3 | 3%
NC(=O)C1CCN(c2ncnc3c2cnn3-c2ccccc2)CC1 | . | . | -1% | . | . | 7 | 55%[activator]
O=S(=O)(c1ccccc1)c1nnn2c1nc(NC1CC1)c1ccccc12 | i | i | 2% | . | -8% | 34 | 8%
O=C(C1CC=CC1)N1CCC(c2nc(CCOCC3CC3)no2)C1 (configuration not stated) | ? | ? | -2%[12.5 µM] | -11% | -3% | 6 | -20%
Cc1ccc(CN2Cc3[nH]cnc3C[C@H]2c2nc(C(C)C)no2)cc1 | ? | ? | -1%[87.6 µM] | 9%[172 µM] | 2%[88.5 µM] | 2 | -10%[87.6 µM]
C=CCN(C)C(=O)C[C@@H]1c2nc(NC(=O)c3ccco3)sc2C[C@@H]2[C@](C)(CO)[C@H](O)CC[C@]21C | 3% | i | -11% | 6% | -15% | -5 | -17%
Cc1cccc(CNC(=O)c2ccc(-c3nnc4ccc(NC(=O)C5CCC5)cn34)cc2)c1 | ? | ? | -26% | 0% | i | -5 | ?
Cc1cc(OCCn2c(C3CC(=O)N(Cc4ccc(F)cc4)C3)nc3ccccc32)ccc1Cl (configuration not stated) | . | . | ? | . | . | 10 | ?
COCCNC(=O)[C@@H]1C[C@@H](O)CN1C1CCN(C(=O)c2sccc2C)CC1 | -1% | -6% | -3% | 6% | 0% | 35 | 4%
O=C(Nc1ccc(C(=O)N2CCCCC2)cc1)c1nsc2ccccc12 | . | . | -19% | . | . | 14 | 10µM*
NC(=O)c1ccc(CC2CCN(C(=O)C3CC=CC3)CC2)cc1 | -16% | ? | 3% | 5% | i | -14 | -2%
Cc1cc(NCc2ccc(S(N)(=O)=O)cc2)n2nc(C)c(C)c2n1 | -29% | -9% | ? | -4% | -1% | 4 | 3%
CCOC(=O)c1c(C)[nH]c(C)c1S(=O)(=O)N1CCCC(C(=O)NCc2ccc(N(C)C)cc2)C1 (configuration not stated) | . | . | -1% | . | . | 2 | -6%
COC[C@H]1C[C@@H](NC(=O)Nc2cccnc2)[C@H](O)[C@@H]1O | 1%[174 µM] | i | -1%[87.6 µM] | -5%[230 µM] | -9%[88.5 µM] | 7 | 11%[87.6 µM]
O=C1NC(=NC2CCCCC2)C2(CCCN([S+](=O)([O-])c3cccs3)C2)N1c1cccnc1 (configuration not stated) | ? | -7% | 5% | . | i | -4 | -10%
COc1ccc(CC(=O)N2CCN(C(=O)c3nc4cccnc4n(Cc4ccccc4)c3=O)CC2)cc1 | -26% | ? | 0%[12.5 µM] | . | i | -4 | 0%
COc1ccc(C(=O)N[C@H]2C[C@@H](Cc3cc(COc4ccccc4)on3)C2(C)C)cc1 | 28µM* | ? | ? | -22%[172 µM] | -10%[88.5 µM] | 9 | 16%[87.6 µM]
COCC1CN(C2CCC2)CC12CCN(C(=O)CCn1cc(C)cn1)CC2 (configuration not stated) | -5% | 2% | -20% | 2% | i | 0 | 1%
COc1cccc(CNC(=O)c2ccc(-n3c(C)cc4c3CCC(C)C4)cc2)c1 (configuration not stated) | . | . | -15% | . | . | 5 | ?
Cc1ccccc1CN1CC[C@H](c2nnc(-c3ccc(N(C)C)cc3)o2)C1 | -31%[174 µM] | ? | -1%[87.6 µM] | ? | ? | 16 | 41%[activator][87.6 µM]
CC(=O)c1ccc(C(=O)N2CCCC(C(=O)c3cccc(C(F)(F)F)c3)C2)s1 (configuration not stated) | ? | ? | -3% | 3% | -16% | 13 | 20%
CC(C)c1ccc(C2c3c(oc4ccc(Cl)cc4c3=O)C(=O)N2CCCN2CCOCC2)cc1 (configuration not stated) | . | . | -5% | . | . | -2 | -5%
O=C(Nc1ccc(Cl)cc1Cl)c1cccn2cncc12 | ? | ? | 2%[87.6 µM] | 45µM* | i | 3 | 94%[activator][87.6 µM]
CCn1ncc(N2CCC(NC(=O)Cc3ccc(C)cc3)CC2)cc1=O | -9% | -45% | 2% | -6% | i | 13 | 9%
CCOc1ccc(NC(=O)c2c(Nc3ccccc3C)sc(C(=O)c3ccc(Cl)cc3)c2N)cc1 | . | . | -15% | . | . | 0 | -22%
NC(=O)[C@@H](Cc1ccccc1)NC(=O)[C@@]1(O)C[C@@H](O)[C@H](O)[C@@H](NC(=O)Nc2ccc(OC(F)(F)F)cc2)C1 | -2% | 0% | 1% | 0% | -5% | 19 | 52%[activator]
CCOCCc1nn2c(=O)cc(COC(=O)c3ccccc3NC(=O)c3cccs3)nc2s1 | . | . | 7% | . | . | 4 | 5%
CCOc1ccc(N(CC)S(=O)(=O)N2CCCC(C(=O)Nc3cc(Cl)ccc3OC)C2)cc1 (configuration not stated) | . | . | 3% | . | . | 6 | 5%
CC1(C)OC[C@@H](COC(=O)CCc2ccc(OC[C@@H](O)CNCCNC(=O)N3CCOCC3)cc2)O1 | . | . | -11%[23.9 µM] | . | i | -9 | -19%[25.6 µM]
CN1CC(O)CN([S+](=O)([O-])c2cccs2)CC1=O (configuration not stated) | ? | -12% | . | . | . | 0 | .

Among those listed so far, 2 have a CF3 group:
Structure | NIH3T3 tox | HEK293 tox | HEK293 viab | FLuc inh | GPT2 inhibitor | IP6K1 inh | SNCA expr inhib
CC(=O)c1ccc(C(=O)N2CCCC(C(=O)c3cccc(C(F)(F)F)c3)C2)s1 (configuration not stated) | ? | ? | -3% | 3% | -16% | 13 | 20%
NC(=O)[C@@H](Cc1ccccc1)NC(=O)[C@@]1(O)C[C@@H](O)[C@H](O)[C@@H](NC(=O)Nc2ccc(OC(F)(F)F)cc2)C1 | -2% | 0% | 1% | 0% | -5% | 19 | 52%[activator]

(listing goes on)
Structure | NIH3T3 tox | HEK293 tox | HEK293 viab | FLuc inh | GPT2 inhibitor | IP6K1 inh | SNCA expr inhib
CC[C@H]1CN(S(=O)(=O)c2ccc(OC)cc2)CC[C@H]1CC(=O)N1CCOCC1 | ? | ? | -21%[87.6 µM] | 2%[172 µM] | -10%[88.5 µM] | -10 | 12%[87.6 µM]
Cc1cccc(OCC(O)CNC(C)(C)C)c1C (configuration not stated) | . | . | -6%[23.9 µM] | . | 2% | 16 | -44%[25.6 µM]
CCn1nccc1C(=O)N1CCC2(CC1)c1[nH]c3ccccc3c1CCN2C | -22% | ? | 8%[12.5 µM] | 8% | i | 12 | -17%
O=C(NCc1ccc2c(c1)OCO2)C1CCN(Cc2ccccc2-c2ccccc2F)CC1 | ? | ? | . | . | . | 8 | .
CC(C)NC(=O)C1(CCO)CCN(c2ncccn2)C1 (configuration not stated) | -3% | -5% | 12% | -12% | i | 10 | 28%
Cc1ccc(Nc2nnc(-c3ccc([N+](=O)[O-])cc3)o2)cc1Cl | . | . | -9% | . | i | -7 | .
O=C(NCc1ccccc1)C1CCN(Cc2ccccc2-c2ccccc2F)CC1 | ? | 50µM* | . | . | . | 21 | .
O=C(COc1ccccc1)NC1CCN(c2ccccc2)C1=O (configuration not stated) | i | 3% | 10% | -3% | ? | 0 | 2%
Cc1cccc(NC(=O)CS(=O)(=O)c2cccc3nsnc23)c1 | . | . | -7% | . | . | -14 | 27%
Cc1nc2c(-c3ccccc3)c(C)nn2c(C)c1CCC(=O)NCc1ccccc1 | . | . | -2% | . | . | 6 | -5%
CC(C)NC(=O)N1CCC2(CC1)CC(CC(=O)O)CCO2 (configuration not stated) | i | 18% | 4% | 8% | i | 5 | 7%
CCC(c1cccs1)N1C(=O)[C@H]2CN(S(=O)(=O)c3c(C)noc3C)C[C@H]2C1=O (some centres not stated) | -13% | -29% | 5% | 9% | i | 21 | -6%
CC/C(=C(\c1ccc(O)cc1)c1ccc(OCCNC)cc1)c1ccccc1 | . | . | ? | . | -2% | -12 | .
Cn1c(CN2CCCN(S(=O)(=O)N3CCCC3)CC2)nnc1C1CC(N)C1 (configuration not stated) | -2% | 1% | 1% | -2% | i | 0 | 2%
Cc1ccc(/C=C/c2onc(C)c2S(=O)(=O)N2CCC(C(=O)NCc3ccc(OC(C)C)cc3)CC2)cc1 | . | . | 3% | . | . | -13 | ?
Cn1nnnc1SCCCNCc1cccc(OCc2ccccc2Cl)c1 | . | . | -24% | . | . | 12 | 14%
COc1ccc(C(=O)n2nc(-c3ccco3)nc2NCc2cccs2)cc1 | . | . | -5% | . | . | 19 | 17%
COc1ccccc1Nc1ccnc(N2CCCC2C(=O)N(C)C)n1 (configuration not stated) | -11% | 2% | 6% | . | i | 9 | 37%[activator]
COCCc1noc([C@@H]2CC(F)(F)CN2C(=O)c2ccoc2)n1 | -4% | -17% | -2% | -11% | ? | -4 | 4%
COC(=O)c1c(NC(=O)/C(C#N)=C/c2ccccc2)sc2c1C(C(=O)OC)CC2 (configuration not stated) | . | . | 8% | . | . | -14 | 6%
CCN(Cc1noc(C2CCC2)n1)C(=O)CC1C(=O)NCCN1CC(C)C (configuration not stated) | -21% | i | -3% | -6% | i | -10 | 18%
COc1ccc(NC2CCCN(C(=O)c3cc(C(C)=O)n[nH]3)C2)cc1OC (configuration not stated) | 3% | 2% | -1% | 7% | ? | -4 | 8%
Cc1ccc(-c2cn3c(n2)N(S(C)(=O)=O)CCC3)cc1 | i | ? | -3% | -11% | 0% | -2 | 107%[activator]
Cc1ccc(C(=O)N2CCN(c3ccc([N+](=O)[O-])cc3)CC2)cc1Cl | . | . | -25% | . | 3% | 6 | .
Cn1ncc2c(C(=O)NCCCc3ccccc3)cc(-c3ccc([S+](C)(=O)[O-])cc3)nc21 | ? | 50µM* | -17% | . | -35% | 7 | -2%
Cc1ccc(C)c(NC(=O)CCn2nc(C)c3c(C)n(-c4ccccc4)nc3c2=O)c1 | . | . | 4% | . | . | 3 | -7%
Cc1nc(-c2ccccc2)sc1CCNC(=O)C(=O)Nc1ccc(F)c(Cl)c1 | . | . | 8% | . | . | -11 | -6%
COCC(=O)N1CCCC1C(=O)N1CCCC1c1nc2ccncc2[nH]1 (configuration not stated) | -1% | i | 2% | . | i | -2 | -16%
Cc1ccccc1NC(=O)Nc1ccc(CC(=O)N(C)[C@@H](CC(C)C)C(=O)NCC[C@H](NC(=O)[C@@H]2CCCN2S(=O)(=O)c2cc(Cl)cc(Cl)c2)C(=O)O)cc1 | . | . | ? | . | i | -2 | .
O=C1OC[C@@H]2CCN(S(=O)(=O)Cc3ccccc3)Cc3ccc(F)cc3N12 | -13%[174 µM] | -26%[172 µM] | -12%[87.6 µM] | -1%[172 µM] | -6%[88.5 µM] | 5 | 1%[87.6 µM]
CCc1nncn1C1CCN(C(=O)c2cc(F)ccc2Cl)CC1 | -5% | -1% | -5% | 0% | -22% | 2 | -13%
